UGM FP inh – blocks M. tuberculosis UGM enzyme. P9WIQ1. actives 0.06% (n = 320,000). inhibition, % at 10 µM. purified UGM, fluorescence polarization probe displacement. AID 504406; in the data active = inhibition above about 10%, passing the limit was not always enough; inconclusive = no clear call, values can overlap the other calls
Target sequence (P9WIQ1 whole entry, looked up): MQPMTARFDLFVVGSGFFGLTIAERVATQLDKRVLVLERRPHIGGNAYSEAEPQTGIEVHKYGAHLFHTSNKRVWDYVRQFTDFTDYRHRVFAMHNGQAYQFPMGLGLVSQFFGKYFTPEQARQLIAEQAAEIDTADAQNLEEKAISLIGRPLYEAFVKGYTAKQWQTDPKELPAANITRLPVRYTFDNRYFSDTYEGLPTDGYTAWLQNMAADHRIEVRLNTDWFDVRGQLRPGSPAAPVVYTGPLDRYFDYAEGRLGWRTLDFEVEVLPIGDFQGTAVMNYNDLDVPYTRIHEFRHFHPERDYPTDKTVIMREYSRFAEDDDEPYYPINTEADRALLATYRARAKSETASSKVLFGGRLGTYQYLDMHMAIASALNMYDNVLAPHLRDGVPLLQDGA
PrPC surface inh – reduces human prion protein on the cell surface. P04156. cell surface PrPC, TR-FRET read-out. inhibition, % at 13.8 µM. actives 0.43% (n = 370,000). AID 720596; in the data active = inhibition above about 24%; note: 0% = median of the test wells and 100% = reference compound wells
BoNT F protease – blocks Botulinum neurotoxin F light chain protease | Multiplex microsphere protease cleavage assay, flow cytometry | inhibition, % at 10 µM | actives 0.22% (n = 360,000) | AID 588497; in the data active = inhibition above about 35%, passing the limit was not always enough; inconclusive = no clear call, values can overlap the other calls; note: plate controls were buffer without enzyme for full effect and enzyme alone for no effect
FadD28 FP inh – inhibitors of Mycobacterium tuberculosis FadD28 bisubstrate binding | inhibition, % at 12.5 µM | actives 0.22% (n = 360,000) | FadD28 bisubstrate probe binding, fluorescence polarization | AID 588549; in the data active = inhibition above about 8.5%, passing the limit was not always enough; inconclusive = no clear call, values can overlap the other calls
BoNT A protease – inhibitors of Botulinum neurotoxin A light chain protease; multiplex microsphere protease substrate cleavage, flow cytometry; inhibition, % at 10 µM; actives 0.17% (n = 360,000); in the data active = inhibition above about 30%; inconclusive = no clear call, values can overlap the other calls; note: plate controls were buffer without enzyme for full effect and enzyme alone for no effect
FBA Mtb inh – inhibits M. tuberculosis FBA enzyme | P9WQA3 | purified M. tuberculosis FBA, fluorescence read-out | inhibition, % at 1 µM | actives 2.3% (n = 360,000) | AID 588726; in the data active = inhibition above about 27%;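 note: 0% = vehicle and 100% = reference inhibitor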
Target sequence (P9WQA3 whole entry, looked up): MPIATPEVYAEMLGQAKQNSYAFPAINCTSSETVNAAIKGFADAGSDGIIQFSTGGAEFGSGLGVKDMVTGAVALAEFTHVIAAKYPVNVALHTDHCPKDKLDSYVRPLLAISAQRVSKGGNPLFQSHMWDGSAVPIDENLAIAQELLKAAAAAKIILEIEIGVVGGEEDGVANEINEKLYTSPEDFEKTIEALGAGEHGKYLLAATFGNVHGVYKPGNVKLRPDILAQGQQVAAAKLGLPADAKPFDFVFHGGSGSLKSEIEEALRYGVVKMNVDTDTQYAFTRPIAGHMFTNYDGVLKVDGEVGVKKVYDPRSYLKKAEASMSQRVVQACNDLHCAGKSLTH
CCHFV vOTU inh – CCHFV vOTU protease inhibition. inhibition, % at 11.5 µM. actives 0.55% (n = 370,000). Pep-AMC fluorescence; note: 0% = vehicle wells with enzyme and 100% = no enzyme wells
Mtb BioA inh – BioA (M. tuberculosis) enzyme inhibition. inhibition, % at 9.99 µM. actives 0.096% (n = 360,000). purified M. tuberculosis BioA enzyme, plate reader; in the data active = inhibition above about 40%; inconclusive = no clear call, values can overlap the other calls
GDH-TPI counter – GDH-TPI coupled enzyme inhibition counter-screen. GDH-TPI coupled enzyme counterscreen, NADH absorbance. inhibition, % at 4.8 µM. actives 1.2% (n = 360,000);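 note: 0% = DMSO wells and 100% = wells lacking the enzyme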
An asterisk follows results filed as active. Cut-off read from the data, not from the text of the source, unless noted: active = inhibition above about 30%; inactive = the rest.

For Clc1ccc(Nc2ncnc3ccc(Br)cc23)cc1 the results were UGM FP inh -0.3, PrPC surface inh 30*, BoNT F protease 3, FadD28 FP inh -2.5, BoNT A protease inconclusive, FBA Mtb inh 5, CCHFV vOTU inh -7, Mtb BioA inh -0.4 and GDH-TPI counter 19.
O=C1NN=C(c2ccc(Cl)cc2)CC1c1c[nH]c2ccccc12 (stereo not drawn) was read as UGM FP inh -2.3, PrPC surface inh -5, BoNT F protease -2, FadD28 FP inh -0.6, BoNT A protease 1.3, FBA Mtb inh -1, CCHFV vOTU inh -4 and GDH-TPI counter 4.
Oc1ccc(C=NCC2COc3ccccc3O2)cc1 (stereo not drawn) was read as UGM FP inh -1.0, PrPC surface inh 2, BoNT F protease -1, FadD28 FP inh -3.1, BoNT A protease 1.9, FBA Mtb inh -2, CCHFV vOTU inh 2 and GDH-TPI counter 12.
COc1ccc(/C=c2\sc3nc(-c4ccccc4OC)nn3c2=O)c(OC)c1 was read as UGM FP inh 3.6, PrPC surface inh -5, BoNT F protease 8, FadD28 FP inh -2.2, BoNT A protease 1.9, FBA Mtb inh 1, CCHFV vOTU inh 2, Mtb BioA inh -1.6 and GDH-TPI counter 18.
Screening O=C1CC(C(=O)Nc2ccc(Cl)cc2)n2ncnc2N1 (stereo not drawn) returned UGM FP inh -1.2, PrPC surface inh -3, BoNT F protease 0, FadD28 FP inh -1.6, BoNT A protease -0.2, FBA Mtb inh -1, CCHFV vOTU inh -9 and GDH-TPI counter 6.
COc1ccc(-c2csc(-n3ncc(C(=O)O)c3C(F)(F)F)n2)cc1 was read as UGM FP inh -1.1, PrPC surface inh 8, BoNT F protease 8, FadD28 FP inh -2.3, BoNT A protease -1.1, FBA Mtb inh 2, CCHFV vOTU inh -3, Mtb BioA inh 0.5 and GDH-TPI counter 3.
Screening O=C(Cc1cccc(C(F)(F)F)c1)OCN1C(=O)c2ccccc2C1=O returned UGM FP inh -0.5, PrPC surface inh -4, BoNT F protease 5, FadD28 FP inh -2.7, BoNT A protease 0.4, FBA Mtb inh 0, CCHFV vOTU inh 19, Mtb BioA inh -0.5 and GDH-TPI counter -5.
Screening O=C(CCCn1c(SCc2ccccc2F)nc2ccccc2c1=O)NCC1CCCO1 (stereo not drawn) returned UGM FP inh -2.4, PrPC surface inh -3, BoNT F protease -8, FadD28 FP inh -3.7, BoNT A protease -1.0, FBA Mtb inh 2, CCHFV vOTU inh -17, Mtb BioA inh -0.3 and GDH-TPI counter 5.
For CCN(CC)C(=O)Cn1cc(S(=O)(=O)CC(=O)N2CC(C)OC(C)C2)c2ccccc21 (stereo not drawn) the results were UGM FP inh 1.1, PrPC surface inh -9, BoNT F protease 14, FadD28 FP inh -0.2, BoNT A protease 2.5, FBA Mtb inh 0, CCHFV vOTU inh 12, Mtb BioA inh -0.7 and GDH-TPI counter 7.
For COc1ccc(CCN2C(=NC(=O)CCC(=O)O)SC3CS(=O)(=O)CC32)cc1OC (stereo not drawn) the results were UGM FP inh -5.4, PrPC surface inh -4, BoNT F protease 5, FadD28 FP inh 1.3, BoNT A protease 1.3, FBA Mtb inh 0, CCHFV vOTU inh -10, Mtb BioA inh -1.8 and GDH-TPI counter -6.
`CCC/C=N/Nc1nnc(Cc2ccccc2)c(=O)[nH]1` gave UGM FP inh 4.8, PrPC surface inh -2, BoNT F protease 21, FadD28 FP inh 0.8, BoNT A protease -3.4, FBA Mtb inh 3, CCHFV vOTU inh -9, Mtb BioA inh 1.0 and GDH-TPI counter 0.
Screening N#CCCN1CCN(S(=O)(=O)c2ccc(S(=O)(=O)NCC3CCCO3)cc2)CC1 (stereo not drawn) returned UGM FP inh 1.4, PrPC surface inh 4, BoNT F protease -8, FadD28 FP inh -0.1, BoNT A protease -0.8, FBA Mtb inh 1, CCHFV vOTU inh -1, Mtb BioA inh -0.2 and GDH-TPI counter 4.
For CCCN1CCN(C(=O)c2ccc3[nH]c(C)c(C)c3c2)CC1 the results were PrPC surface inh -5, BoNT F protease 1, FadD28 FP inh -3.3, BoNT A protease -0.1, FBA Mtb inh -1, CCHFV vOTU inh 16, Mtb BioA inh -0.4 and GDH-TPI counter -9.
For Cc1ccc(OCC(=O)N2CCC(Cc3ccccc3)CC2)c([N+](=O)[O-])n1 the results were UGM FP inh 0.2, PrPC surface inh -2, BoNT F protease -10, FadD28 FP inh -0.8, BoNT A protease -4.8, FBA Mtb inh 3, CCHFV vOTU inh 4, Mtb BioA inh 3.1 and GDH-TPI counter 4.
Screening O=C(COC(=O)CCN=C1NS(=O)(=O)c2ccccc21)NNC(=O)c1ccccc1 returned UGM FP inh 1.1, PrPC surface inh 6, BoNT F protease -10, FadD28 FP inh -5.6, BoNT A protease -3.4, FBA Mtb inh 0, CCHFV vOTU inh -11, Mtb BioA inh -1.3 and GDH-TPI counter 5.
Screening Cc1cc(Nc2ncc(Cl)cc2Cl)n[nH]1 returned UGM FP inh -2.0, PrPC surface inh 2, BoNT F protease -23, FadD28 FP inh -3.4, BoNT A protease 0.9, FBA Mtb inh -2, CCHFV vOTU inh 3 and GDH-TPI counter -5.
`CCCCc1ccc(NC(=O)Nc2cnccn2)cc1` gave UGM FP inh -1.9, PrPC surface inh 6, BoNT F protease -6, FadD28 FP inh 0.7, BoNT A protease 0.7, FBA Mtb inh 2, CCHFV vOTU inh 11, Mtb BioA inh -0.6 and GDH-TPI counter 0.
`CCN(CC)C(=O)CSc1nc2ccccc2c(=O)[nH]1` gave UGM FP inh 2.0, PrPC surface inh 0, BoNT F protease -4, FadD28 FP inh 1.3, BoNT A protease -0.1, FBA Mtb inh 0, CCHFV vOTU inh -3 and GDH-TPI counter 17.
For O=c1oc(-c2ccccc2)c(-c2ccccc2)c2ccccc12 the results were PrPC surface inh -5, BoNT F protease -2, FadD28 FP inh -2.7, BoNT A protease -0.6, FBA Mtb inh 2, CCHFV vOTU inh 4, Mtb BioA inh 0.5 and GDH-TPI counter 11.
O=c1c(-c2ccco2)[n+]([O-])c2ccccc2n1OCc1ccccc1 was read as UGM FP inh 5.1, PrPC surface inh -3, BoNT F protease 8, FadD28 FP inh -1.2, BoNT A protease 9.6, FBA Mtb inh 1, CCHFV vOTU inh 6, Mtb BioA inh -4.0 and GDH-TPI counter 18.
CCOc1ccccc1NC(=O)c1ccc(OCC(=O)N2CCOCC2)c(OC)c1 was read as UGM FP inh -0.3, PrPC surface inh 0, BoNT F protease -7, FadD28 FP inh -2.9, BoNT A protease 1.2, FBA Mtb inh 1, CCHFV vOTU inh 4, Mtb BioA inh 0.9 and GDH-TPI counter -2.
`CC(=O)c1c(C)[nH]c(C(=O)N2CC(C)CC(C)C2)c1C` (stereo not drawn) gave UGM FP inh -1.6, PrPC surface inh 0, BoNT F protease 5, FadD28 FP inh -0.6, BoNT A protease 1.1, FBA Mtb inh 2, CCHFV vOTU inh -8 and GDH-TPI counter -5.
COc1ccc(OC)c(Nc2nc3nonc3nc2N2CCCC(C)C2)c1 (stereo not drawn) was read as UGM FP inh 3.3, PrPC surface inh 5, BoNT F protease -9, FadD28 FP inh -1.0, BoNT A protease -1.2, FBA Mtb inh -3, CCHFV vOTU inh -12 and GDH-TPI counter 7.
For Cc1noc(C)c1Cn1nc(C(=O)O)c2ccccc2c1=O the results were UGM FP inh -6.5, PrPC surface inh 8, BoNT F protease -4, FadD28 FP inh -5.1, BoNT A protease -0.1, FBA Mtb inh 0, CCHFV vOTU inh 1, Mtb BioA inh 0.2 and GDH-TPI counter -5.
CC(=O)Oc1ccc(-c2cccc(C(=O)O)c2)cc1 was read as UGM FP inh -2.8, PrPC surface inh 5, BoNT F protease -10, FadD28 FP inh -2.9, BoNT A protease -1.5, FBA Mtb inh 5, CCHFV vOTU inh -10 and GDH-TPI counter 14.
O=C(NC1CCN(C(=O)Nc2ccc(F)cc2)CC1)c1ccccc1F was read as UGM FP inh -1.3, PrPC surface inh -6, BoNT F protease -11, FadD28 FP inh -3.6, BoNT A protease -2.5, FBA Mtb inh 0, CCHFV vOTU inh -10, Mtb BioA inh 0.2 and GDH-TPI counter 1.
COc1cc(C)c(Cl)cc1S(=O)(=O)n1ccnc1C was read as UGM FP inh 0.5, PrPC surface inh 2, BoNT F protease -3, FadD28 FP inh 0.0, BoNT A protease 0.2, FBA Mtb inh 0, CCHFV vOTU inh -18, Mtb BioA inh -1.3 and GDH-TPI counter 8.
Screening COC(=O)C(C)NS(=O)(=O)c1ccc(NC(C)=O)cc1 (stereo not drawn) returned UGM FP inh 1.3, PrPC surface inh -5, BoNT F protease -10, FadD28 FP inh -3.0, BoNT A protease -0.1, FBA Mtb inh -1, CCHFV vOTU inh -19, Mtb BioA inh -1.6 and GDH-TPI counter 2.
Screening Cc1sc2ncnc(NCCCn3ccnc3)c2c1C returned UGM FP inh -0.6, PrPC surface inh 5, BoNT F protease -4, FadD28 FP inh -3.2, BoNT A protease 0.3, FBA Mtb inh -11, CCHFV vOTU inh 18, Mtb BioA inh 2.3 and GDH-TPI counter 3.
COc1ccc(CNc2oc(COc3ccc(Cl)cc3)nc2C#N)cc1 was read as UGM FP inh -1.7, PrPC surface inh -2, BoNT F protease -10, FadD28 FP inh -8.4, BoNT A protease -4.2, FBA Mtb inh -2, CCHFV vOTU inh -7, Mtb BioA inh -0.4 and GDH-TPI counter -1.
Screening O=C1CCC/C(=N\NC(=O)c2ccc(NS(=O)(=O)c3ccc(Br)cc3)cc2)C1 returned UGM FP inh 0.4, PrPC surface inh -3, BoNT F protease -1, FadD28 FP inh -2.0, BoNT A protease 0.4, FBA Mtb inh -1, CCHFV vOTU inh -7 and GDH-TPI counter 8.
For CN(C)c1ccc(NS(=O)(=O)c2cc(Cl)ccc2Cl)cc1 the results were UGM FP inh -2.3, PrPC surface inh 5, BoNT F protease -30, FadD28 FP inh -0.3, BoNT A protease 0.0, FBA Mtb inh 2, CCHFV vOTU inh -7 and GDH-TPI counter 2.
`O=c1[nH][nH]c(C(F)(F)F)c1C=NCc1cccs1` gave UGM FP inh -0.8, PrPC surface inh -5, BoNT F protease 0, FadD28 FP inh -2.9, BoNT A protease -0.7, FBA Mtb inh -4, CCHFV vOTU inh 5, Mtb BioA inh -0.6 and GDH-TPI counter -4.
Screening O=C(COC(=O)c1ccc(Cl)nc1)NCCc1ccc(Cl)cc1 returned UGM FP inh 0.0, PrPC surface inh 3, BoNT F protease -6, FadD28 FP inh -2.6, BoNT A protease 0.2, FBA Mtb inh 2, CCHFV vOTU inh 20, Mtb BioA inh 0.1 and GDH-TPI counter 9.
COc1ccc(OC)c(NC(=O)CS(=O)(=O)c2ccccc2)c1 was read as UGM FP inh 1.0, PrPC surface inh 2, BoNT F protease -6, FadD28 FP inh -2.6, BoNT A protease 0.0, FBA Mtb inh 0, CCHFV vOTU inh 0, Mtb BioA inh -7.2 and GDH-TPI counter -1.
For Cc1cccc2c1OCC/C2=N\NC(=O)COc1ccccc1Cl the results were UGM FP inh -0.8, PrPC surface inh -4, BoNT F protease 0, FadD28 FP inh 1.2, BoNT A protease 0.6, FBA Mtb inh 6, CCHFV vOTU inh -9, Mtb BioA inh -3.1 and GDH-TPI counter 9.
For COCCCN1C(=O)C(CC(=O)NCc2ccco2)CC(C(=O)N(C)C)=C1C (stereo not drawn) the results were PrPC surface inh -6, BoNT F protease -7, FadD28 FP inh -3.6, BoNT A protease -0.2, FBA Mtb inh -1, CCHFV vOTU inh -2, Mtb BioA inh 0.7 and GDH-TPI counter 2.
CCC(CC)C(=O)c1c[nH]c(C(=O)NCCc2ccccn2)c1 was read as UGM FP inh 1.3, PrPC surface inh 1, BoNT F protease 0, FadD28 FP inh -3.3, BoNT A protease -0.1, FBA Mtb inh 4, CCHFV vOTU inh -1, Mtb BioA inh 0.8 and GDH-TPI counter -9.
